Vif imaging: blocks HIV Vif function; HEK293T cells, Vif self-association by quenched fluorescence, imaging, 24 h; inhibition, % at 7.49 µM; 0.35% of 340,000 active; in the data active = inhibition above about 50%, passing the limit was not always enough; note: some results filed as inactive read as strong as hits
CaV13 ICDI inh: Disruptors of the CACNA1D IQ motif to Ca2+-dependent inactivation inhibitor domain association, primary screening, Förster resonance energy transfer in intact living …; inhibition, % at 12.3 µM; HEK cells, CFP/YFP FRET ICDI-IQ, plate reader, 10 min; percent FRET-ratio fall versus neutral wells; 0.098% of 340,000 active;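 active = mean replicate inhibition of at least 30% and at least 1% of replicates passing that level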;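 note: 0% = median of the neutral control wells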
Shn3 3UTR inh: reduces Shn3 3'UTR luciferase signal in osteoblasts; Clone20 osteoblast Shn3 3'UTR firefly luciferase, 24 h; inhibition, % at 12.5 µM; 0.52% of 360,000 active;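 active = mean inhibition of at least 75% with every replicate also reaching 75%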;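 note: 0% = median of neutral control wells and 100% = pilot-screen positive control compound; some compounds past the cut are filed as inactive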
HIF-2a block: blocks HIF-2a reporter activity; 786-0 RCC cells HIF-2a reporter, luciferase luminescence, overnight; inhibition, % at 18.8 µM; 0.72% of 360,000 active; AID 624352;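 active = inhibition of the luminescence signal of 40% or more relative to plate controls, in a single-dose primary screen at 18.75 µM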
NR2E3 ag-1: agonists of human NR2E3 nuclear receptor | Q9Y5X4 | CHO-S Gal4-NCOR/VP16-NR2E3 two-hybrid, luciferase | inhibition of corepressor binding, % at 3.98 µM | 0.35% of 360,000 active | AID 602229;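 active = inhibition above the mean of all tested compounds plus 3 SD, cut at about 70% in these data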;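 note: 0% = DMSO with NR2E3 transfected cells and 100% = cells lacking NR2E3 construct; higher means lower luciferase signal from less NR2E3 corepressor binding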
Target sequence (Q9Y5X4 whole entry, looked up, the tested form may be a part): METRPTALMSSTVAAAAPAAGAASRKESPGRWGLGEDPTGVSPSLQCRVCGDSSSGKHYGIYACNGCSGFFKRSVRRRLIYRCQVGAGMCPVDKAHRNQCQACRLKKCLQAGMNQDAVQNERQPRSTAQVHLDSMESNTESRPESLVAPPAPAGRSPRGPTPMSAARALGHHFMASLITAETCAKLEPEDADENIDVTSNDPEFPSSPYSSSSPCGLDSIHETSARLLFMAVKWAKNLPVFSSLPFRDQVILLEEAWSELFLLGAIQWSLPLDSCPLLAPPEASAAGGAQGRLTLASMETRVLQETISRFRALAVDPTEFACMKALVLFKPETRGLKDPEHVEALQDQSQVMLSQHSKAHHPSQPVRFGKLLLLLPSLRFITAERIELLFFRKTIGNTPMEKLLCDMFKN
PDI turbidity: PDI (human) enzyme inhibition | PDI insulin aggregation turbidity, A650, 90 min | inhibition, % at 10 µM | 0.052% of 350,000 active | AID 588391;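 active = mean inhibition across replicates of 30% or more, whatever share of single replicates reach that level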;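 note: absorbance from insulin aggregation driven by PDI reduction with DTT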
Target sequence (P07237 whole entry, looked up): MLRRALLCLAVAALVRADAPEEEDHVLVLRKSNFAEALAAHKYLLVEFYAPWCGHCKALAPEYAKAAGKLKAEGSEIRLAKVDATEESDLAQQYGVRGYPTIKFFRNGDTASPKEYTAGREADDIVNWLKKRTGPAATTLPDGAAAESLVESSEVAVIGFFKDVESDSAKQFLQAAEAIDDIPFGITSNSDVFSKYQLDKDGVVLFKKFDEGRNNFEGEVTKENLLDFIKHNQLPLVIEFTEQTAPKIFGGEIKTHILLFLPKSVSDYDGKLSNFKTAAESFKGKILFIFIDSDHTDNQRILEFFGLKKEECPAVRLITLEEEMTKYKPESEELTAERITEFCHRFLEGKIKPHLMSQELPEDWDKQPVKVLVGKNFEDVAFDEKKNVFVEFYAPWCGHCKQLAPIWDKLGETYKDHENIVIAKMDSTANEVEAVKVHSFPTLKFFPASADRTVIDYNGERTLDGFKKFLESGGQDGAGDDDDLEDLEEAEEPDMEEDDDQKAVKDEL
CF NFkB block: blocks PAF-induced NF-kB reporter in cystic fibrosis cells | KKLEB NF-kB-GFP reporter, GFP fluorescence overnight | inhibition, % at 5 µM | 0.86% of 360,000 active;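 active = at least 50% inhibition at 5 µM, scaled per plate between neutral and stimulator controls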;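 note: PAF is a Pseudomonas aeruginosa culture filtrate used as stimulus; plate controls were PAF-stimulated DMSO wells for no effect and unstimulated DMSO wells for full effect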
NR2E3 ag-2: NR2E3 (human) agonism; Q9Y5X4; GST-NR2E3/biotin-RetCOR TR-FRET, 1536-well; inhibition of corepressor binding, % at 4.78 µM; 0.12% of 320,000 active; AID 2300;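 active = percent inhibition above the cutoff of mean plus 3 SD of all tested compounds, set per screening campaign, cut at about 20% in these data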;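 note: 0% = DMSO wells and 100% = biotin wells as full block of FRET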
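System: GST-tagged NR2E3 plus biotinylated RetCOR corepressor; Amount: 1.35 nM GST-tagged NR2E3 final; Dosing: single nominal compound dose of 4.8 µM; Schedule: 5 h incubation at 4 °C; Technique: TR-FRET with europium anti-GST and streptavidin-D2, 340 nm excitation; Controls: biotin wells as high control, 0.6% DMSO wells as low control.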
KKLEB tox: counter-screen for CF NF-kB inhibitors: cytotoxicity. KKLEB CF airway cells viability, ATPlite luminescence, overnight; active compounds read low; cells stimulated with P. aeruginosa culture filtrate. activity change (cytotoxicity), % at 5 µM. 0.36% of 360,000 active;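 active = corrected activity change at or below -50% at 5 µM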
Peg3 prom inh: inhibitors of Peg3 promoter; inhibition, % at 20 µM; HeLa PEG-Prom luciferase reporter, luminescence, overnight; 1.7% of 360,000 active;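 active = inhibition of at least 50% at 20 µM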
MITF TRPM1 inh: MITF TRPM1 promoter inhibition in SK-MEL-5 cells; SK-MEL-5 TRPM1 promoter luciferase, 24 h; 0.83% of 330,000 active; inhibition, % at 12.5 µM;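 active = mean inhibition across replicates of 60% or more, whatever share of single replicates reaches that level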; note: values of inactives mirror those of a sister screen read the other way
Starred values were filed as active, the others as inactive; . = not tested or not shown.

SMILES	Vif imaging	CaV13 ICDI inh	Shn3 3UTR inh	HIF-2a block	NR2E3 ag-1	PDI turbidity	CF NFkB block	NR2E3 ag-2	KKLEB tox	Peg3 prom inh	MITF TRPM1 inh
Cc1cc(C)cc(C(=O)NC(CC(N)=O)c2ccc(N3CCC(N4CCCCC4)CC3)c([N+](=O)[O-])c2)c1 (stereo not drawn)	0	-11	3	10	-19	-1	5	4	1	28	-1
O=C(Nc1ccc(F)c(Cl)c1)c1ccccc1	-5	-4	-92	-390	-161	-5	-9	1	-6	-285	-67
COc1ccc(NC(=O)CCCc2nnc3n(C)c(=O)c4sccc4n23)cc1	7	-2	1	10	4	-1	-18	-2	5	3	-1
Cc1ccc2nc(SCC(=O)c3c(N)n(C4CC4)c(=O)[nH]c3=O)[nH]c2c1	-4	.	-1	17	0	0	0	.	20	5	10
COC(=O)Nc1ccc2ccc3c(NC(=O)OC)ccc4ccc1c2c43	-7	-6	12	1	-24	10	-23	.	-12	8	1
Cc1ccc2nc(SCc3nnc(-c4ccccc4[N+](=O)[O-])o3)c(C#N)cc2c1	-18	-8	14	-22	-27	0	-6	.	-7	14	8
CC(NC(=S)Nc1ccc(OC(F)F)c(Cl)c1)C(C)(C)C (stereo not drawn)	0	-7	-10	-15	2	-3	17	14	-33	25	-5
CCCn1c(SCC(=O)c2ccc3c(c2)OCCO3)n[nH]c1=O	15	4	2	-13	-20	14	1	15	-22	-38	-10
C/C(=N\NC(=O)c1cccc(S(=O)(=O)N2CCOCC2)c1)c1ccco1	-1	-6	4	3	-1	-3	-4	-1	0	-15	-3
CSc1ccc(C2NC(=O)CCC2[N+](=O)[O-])cc1 (stereo not drawn)	3	-2	-3	13	-14	-3	15	.	6	4	-4
COc1ccc(CN(C)C(=O)c2cnc(OC)cc2C(F)(F)F)c(OC)c1	-13	-15	2	13	2	-8	13	1	-3	17	5
Cc1ccccc1C(=O)Nc1ccc(Br)cn1	2	.	-141	-266	-127	-2	-1	2	-1	-204	-98
C=CCc1ccccc1OCC(=O)O	3	-15	3	19	-15	-3	1	-3	0	14	9
Cc1ccc(S(=O)(=O)N2CCC(=O)N(CCOCc3ccc(Cl)cc3)CC2)cc1	-3	-4	27	0	36	7	-4	2	-4	11	.
O=C(N/N=C/c1ccc(Br)s1)Nc1ccccc1	-6	-1	-22	-226	-73	-1	24	4	-5	-181	-61
CCCN(CCC)Cc1c(C(=O)N/N=C/c2ccoc2)nnn1-c1nonc1N	16	-3	14	-5	3	-5	6	2	-3	-1	5
O=C(N/N=C/c1cccc([N+](=O)[O-])c1O)c1cccs1	0	.	-6	-13	-29	-7	0	0	8	28	2
COc1ccc(-c2c(C(F)(F)F)[nH]n3c(=O)cc(-c4ccccc4)nc23)cc1	0	7	-15	17	-15	9	25	-1	-24	39	5
Cc1cc(S(=O)(=O)Nc2ccc(C(=O)NC3CC3)cc2)ccc1F	27	-7	-7	15	-4	-6	10	.	6	15	.
CCOc1ccc(NS(=O)(=O)c2cnc(Cl)c(Cl)c2)cc1	-1	-7	1	35	8	-3	24	-6	-22	8	-14
Cc1ccccc1CN1CCC(n2nccc2NC(=O)CCCc2ccccc2)CC1	16	-4	-2	-3	5	5	-1	3	-23	20	13
Cn1c(C(=O)NC2CCCCC2)cc2sccc21	2	-7	-5	-308	-67	6	3	-2	-23	-217	-65
Cc1cccc(NC(=O)c2ccc3ccccc3n2)n1	-10	.	-62	-241	-139	-4	-14	4	6	-281	-23
COc1ccc(Nc2nc(NCc3ccco3)nc(N/N=C/c3ccccc3Cl)n2)cc1	-1	-5	-10	-71	2	3	-16	-1	11	-40	2
CN(C)S(=O)(=O)Oc1ccc(Cl)cc1C(=O)Nc1cccc(C(F)(F)F)c1	5	-5	40	19	-7	-2	-4	-3	-2	18	-8
C=CCN=C1SC(CC)C(=O)N1S(=O)(=O)c1ccc(C)cc1 (stereo not drawn)	.	-8	.	5	-29	26	18	2	-9	8	0
COc1ccc(CNC(=O)c2ccc(CS(=O)Cc3ccc(Cl)cc3)o2)cc1 (stereo not drawn)	-1	-10	9	2	13	0	-40	1	14	5	4
CCN1CCN(C(c2cccs2)C(C)NC(=O)NC2CCCCC2)CC1 (stereo not drawn)	-7	-9	-2	0	-10	.	22	1	9	4	6
CCN(CC(=O)Nc1c(F)cccc1F)C(=O)Cc1ccc(OC)c(S(=O)(=O)N2CCOCC2)c1	-4	-5	13	4	7	-5	-5	-6	4	0	-5
COCCCNc1nc2ccccc2nc1NS(=O)(=O)c1ccc(C)cc1C	3	-3	-5	11	-1	3	21	-3	-12	7	-2
O=C(CN(C(=O)Cn1nnc(-c2cccs2)n1)c1ccc2c(c1)OCCO2)NC1CCCCC1	3	.	20	7	1	7	-7	2	1	15	27
S=C(Nc1cccnc1)Nc1cccc2cnccc12	4	-15	-14	-28	-39	-1	-9	-1	2	-19	8
Cc1ccc(NC2=C(Cl)C(=O)N(C3CCCCC3)C2=O)cc1	-5	-6	-10	10	-10	4	-6	2	9	38	-11
Nc1cc(N)nc(SCC(=O)c2ccccc2)n1	7	-5	-11	-130	-19	5	3	4	-5	-41	-24
Oc1cccc2ccc(/C=C/c3ccc(Br)s3)nc12	-6	1	-43	-180	-70	2	82*	-3	-94*	-206	-8
Cc1csc(SCC(=O)c2cc(C)n(Cc3cccs3)c2C)n1	-39	.	78	38	61	-1	-7	1	-44	28	7
Cc1ccccc1NC(=O)C1C2/C=C\CCCCC21 (stereo not drawn)	5	-5	-12	-36	6	1	-17	-1	6	-47	-11
COc1ccccc1NC(=O)COC(=O)c1cnc(C)cn1	-3	-6	17	6	14	-3	4	0	-4	8	5
O=C(CNC(=O)c1ccc(F)cc1)Nc1ccccc1C(F)(F)F	-5	-2	8	1	1	-12	-6	1	0	9	-22
N/C(CS(=O)(=O)c1ccc(F)cc1)=N\O	-2	3	.	15	0	12	-22	4	8	17	-7
COc1cccc(/C=C2\SC(=S)N(C(Cc3ccccc3)C(=O)O)C2=O)c1 (stereo not drawn)	10	-4	10	16	-6	-4	-11	2	0	14	-5
CC(C)C1Cc2[nH]c(=S)[nH]c(=O)c2C(c2ccc(Cl)cc2)O1 (stereo not drawn)	.	-6	7	8	-13	.	12	.	-1	4	.
COc1ccc(NC(=O)CSc2nnc(-c3cccs3)n2N)cc1S(N)(=O)=O	8	-5	-2	9	-26	8	-4	.	-11	-9	3
Cc1cccc(-c2noc(CCCC(=O)NC3CCCCC3)n2)c1	0	-3	-8	-5	-26	5	8	-5	2	5	-2
C=CCOc1c(CCC)cc(CCC)cc1C(N)=O	13	-2	-5	23	3	-13	14	5	13	12	2
Cc1cc(C)c(NC(=O)COC(=O)c2cc([N+](=O)[O-])ccc2N2CCOCC2)c(C)c1	11	-6	10	16	-14	8	17	0	-6	2	4
Cc1noc(C)c1S(=O)(=O)N1CCCC(C(=O)NCCc2ccccc2)C1 (stereo not drawn)	3	.	-7	13	-3	1	6	1	-4	0	-1
Cn1nc(C(C)(C)C)cc1NC(=O)C1(C)CCN1C(=O)c1ccccc1CCc1ccccc1 (stereo not drawn)	-4	-5	-5	8	-11	5	16	.	-14	23	.
CSCCC(NC(=O)c1ccc(Cl)cc1)C(=O)OCC(C)=O (stereo not drawn)	5	-2	3	6	-12	-5	-24	-3	-2	1	2
O=C(Nc1nnc(C(F)(F)F)s1)c1ccc(Br)s1	-14	-6	-4	-240	43	6	54*	7	-20	-180	-30
CC(C)C(Sc1nc(-c2ccccc2)cc(-c2ccccc2)c1C#N)C(=O)O (stereo not drawn)	-2	-7	11	-2	58	-1	-6	4	1	21	5
Cc1cc(C(F)F)n2ncc(C(=O)NCc3ccccc3)c2n1	3	-5	-1	12	-2	-4	10	2	-5	16	-13
COCc1cc(=O)n2[nH]c(N)nc2n1	-5	-4	14	8	-1	9	18	0	-1	16	7
COc1cc(C(=O)n2nc(C)cc2C)cc(OC)c1OC	-10	-4	15	16	-6	8	-17	2	1	7	11
COC(=O)c1ccc(NC(=O)CN2CCN(CC#N)CC2)cc1	-1	-4	-2	6	-1	6	-8	-1	6	-1	-10
Cn1c(SCC(=O)NC2CC2)nnc1-c1ccco1	-3	-5	15	0	0	-9	-8	-1	6	-2	-2
COc1ccc(OC)c(C2NC(=O)NC(C)=C2C(=O)Nc2ccc(C)cc2)c1 (stereo not drawn)	12	-8	-5	13	-6	-4	7	3	2	5	5
Cc1ccc(N2N=C(c3ccc(F)cc3)CC2c2ccco2)cc1 (stereo not drawn)	-4	1	2	-122	2	-2	2	4	-6	-32	-29
CC1CN(c2nc(Nc3ccccc3F)nc(N)c2[N+](=O)[O-])CC(C)O1 (stereo not drawn)	-3	-4	5	10	17	4	27	1	2	8	7
O=C(Nc1ccc(C(=O)NC2CCCCC2)cc1)c1cccnc1	5	1	17	8	14	-3	17	2	2	4	7
Cc1cccc(CN2CCCC(C(=O)Nc3ccccc3Oc3cccnc3)C2)c1 (stereo not drawn)	3	-3	17	19	-12	3	-3	-5	-10	-10	0

Structures above with an aryl thioether with sulfur outside any ring:
SMILES	Vif imaging	CaV13 ICDI inh	Shn3 3UTR inh	HIF-2a block	NR2E3 ag-1	PDI turbidity	CF NFkB block	NR2E3 ag-2	KKLEB tox	Peg3 prom inh	MITF TRPM1 inh
Cc1ccc2nc(SCC(=O)c3c(N)n(C4CC4)c(=O)[nH]c3=O)[nH]c2c1	-4	.	-1	17	0	0	0	.	20	5	10
Cc1ccc2nc(SCc3nnc(-c4ccccc4[N+](=O)[O-])o3)c(C#N)cc2c1	-18	-8	14	-22	-27	0	-6	.	-7	14	8
CCCn1c(SCC(=O)c2ccc3c(c2)OCCO3)n[nH]c1=O	15	4	2	-13	-20	14	1	15	-22	-38	-10
CSc1ccc(C2NC(=O)CCC2[N+](=O)[O-])cc1 (stereo not drawn)	3	-2	-3	13	-14	-3	15	.	6	4	-4
Nc1cc(N)nc(SCC(=O)c2ccccc2)n1	7	-5	-11	-130	-19	5	3	4	-5	-41	-24
Cc1csc(SCC(=O)c2cc(C)n(Cc3cccs3)c2C)n1	-39	.	78	38	61	-1	-7	1	-44	28	7
COc1ccc(NC(=O)CSc2nnc(-c3cccs3)n2N)cc1S(N)(=O)=O	8	-5	-2	9	-26	8	-4	.	-11	-9	3
CC(C)C(Sc1nc(-c2ccccc2)cc(-c2ccccc2)c1C#N)C(=O)O (stereo not drawn)	-2	-7	11	-2	58	-1	-6	4	1	21	5
Cn1c(SCC(=O)NC2CC2)nnc1-c1ccco1	-3	-5	15	0	0	-9	-8	-1	6	-2	-2

Source: PubChem BioAssay
